Screening results from PubChem BioAssay.
T cell HTS: T cell immune modulators affecting CD8 T cell-vesicle binding. calls only at 7 µM. 330,000 compounds, 0.068% hits. 2C CD8+ T cell-vesicle binding, flow cytometry; hits give low values;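 active = response, share of CD8 T cells binding vesicles, and their 90th percentile fluorescence all below set limits, cut at about 80% in these data, passing the limit was not always enough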
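Assay system: 2C TCR transgenic mouse naive CD8+ T cells, MACS-purified | Read-out: CD8+ gate FL2 mean fluorescence as % of same-row positive control | Signal: High-throughput flow cytometry with anti-B7-1 and anti-CD8 staining | Timing: Binding step 1.5 h, 37 °C, antibody labelling 20 min, ice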
Myeloid diff 2: myeloid differentiation induction | calls only at 10 µM | ER-HoxA9 myeloid progenitors, lysozyme-GFP differentiation, flow cytometry | AID 624256 | 360,000 compounds, 1% hits;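 active = normalized GFP-positive differentiation at or above the plate's own cutoff, the solvent-only control mean plus 3 SD; inconclusive = no clear call, values can overlap the other calls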;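 also: cells exposed to compound for four days before flow analysis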
WT yeast gro inh: growth inhibition of WT yeast, mitochondrial fusion screen; mitochondrial fusion phenotypic screen, WT strain; inhibition, % at 10 µM; 190,000 compounds, 2.1% hits; AID 1362; in the data active = inhibition above about 58%; tested in S. cerevisiae
Ins promoter up: MIN6 insulin promoter up-regulation. AID 1625. z-score at 5 µM. 190,000 compounds, 0.3% hits. MIN6 insulin promoter-GFP reporter, high-content imaging; hits give high values;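 active = z-score above 3 at 5 µM with at least 500 cells counted in the well; inconclusive = wells under 500 cells, flagged as cytotoxic or low count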
West Nile antiviral: inhibition of WNV-induced cytopathic effect – cell-based, CPE readout (AID 1621); 290,000 compounds, 0.02% hits; West Nile virus-infected cells, CPE inhibition; higher % means a stronger effect; CPE inhibition, % at 10 µM; hits with a dose series show IC50 in µM; in the data active = a potency from the dose series; inconclusive = CPE inhibition mostly from about 3.7% at the one dose, without a potency; inactive = the rest, 99 in 100 with CPE inhibition below about 2.2%; also: strong numbers were not always called active
Autophagy HCS: modulators of autophagy; 190,000 compounds, 0.98% hits; calls only at 10 µM (by protocol); MEF GFP-LC3 puncta imaging; test concentration mostly 10 µM;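 active = percentage of spot-positive cells more than 3 SD above its plate mean, without a fluorescence outlier flag or 80% toxicity; inconclusive = no clear call, values can overlap the other calls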;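 also: spot-positive cell cutoff set from DMSO-treated cells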
bCat nuc transl: beta-catenin nuclear translocation modulation | HeLa beta-catenin nuclear translocation, immunofluorescence imaging | nuclear translocation activity, % at 5 µM | 190,000 compounds, 0.3% hits | AID 1665;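 active = nuclear translocation activity above 50% at 5 µM, with a well cell count of 50 or more; inconclusive = wells under 50 cells across six images, flagged as toxic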;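 also: per-cell ratio of nuclear to cytoplasmic median beta-catenin stain intensity; plate controls were DMSO negative control for no effect and GSK-3 inhibitor IX positive control for full effect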
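System: HeLa cells, endogenous beta-catenin; compound dosing: 5 µM primary single dose, 0.1% DMSO, 0.02–20 µM confirmation series; incubation: 24 h compound exposure at 37°C, 5% CO2; signal: beta-catenin immunofluorescence imaging with DAPI; evaluation: % activation, nuclear-to-cytoplasmic median beta-catenin signal ratio per cell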
Lipid droplet: hepatic lipid droplet formation modulation; inhibition, % at 6.5 µM; 240,000 compounds, 0.4% hits; AML12 mouse hepatocytes, oleate lipid droplets, BODIPY imaging;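 active = lipid droplet intensity inhibited by at least 50%, with more than 500 cells counted; inconclusive = wells with under 300 cells, treated as cytotoxic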
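Test system: AML12 hepatocytes (mouse); reagent: oleate loading, 100 µM; dosing: one dose, 6.5 µM compound; incubation: overnight exposure; signal: fluorescence imaging, 20x objective, two fields per well; read-out basis: % inhibition of corrected integrated BODIPY droplet signal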
MT stabilizer: microtubule stabilizers in HeLa cells; HeLa tubulin immunostaining HCS, 24 h; share of cells brighter than vehicle mean+2SD; AID 2205; % tubulin-high responders, % at 10 µM; 200,000 compounds, 0.83% hits;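 active = plate Z-score above 3 for both tubulin-high and condensed-nucleus cell shares, with cell loss under 80%, at 10 µM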;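 also: anti alpha tubulin signal scored within the nucleus-defined area of each cell; some results filed as inactive read as strong as hits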
WT yeast gro inh mutant strain: recorded beside WT yeast gro inh, whose call it bears; inhibition, %; mitochondrial fusion phenotypic screen, mutant strain inhibition
Ins promoter up cell count: second read-out of Ins promoter up, no call of its own (marks repeat the call); cell count; measured here: cytotoxicity, nuclei count;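 total cells summed across four imaged fields per well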
Lipid droplet cells 6.5 µM: second read-out of Lipid droplet, no call of its own (marks repeat the call); cell count; measured here: cell count, cytotoxicity flag;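 cells counted across two imaged fields per well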
bCat nuc transl cell count 5 µM: also measured in bCat nuc transl; calls as there; cell count; measured here: cell count, cytotoxicity flag
T cell HTS vesicle-bound %: also measured in T cell HTS; calls as there; double positive events, %; measured here: CD8+ vesicle-bound cell fraction;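 binding gate set so that unloaded-vesicle control wells show 10% double positive cells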
MT stabilizer Hoechst-high %: also measured in MT stabilizer; calls as there; % Hoechst-high responders; measured here: nuclear condensation Hoechst responders;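 share of cells brighter than vehicle mean plus two SD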
MT stabilizer cytotoxicity %: second read-out of MT stabilizer, no call of its own (marks repeat the call); toxicity, %; measured here: cytotoxicity by cell density;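 0% = mean cell density of plate MIN control wells and 100% = no cells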
Autophagy HCS cell loss 18 h: recorded beside Autophagy HCS, whose call it bears; toxicity, %; measured here: cell loss, nuclei count;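 cell loss after 18 h compound exposure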
Myeloid diff 2 GFP+ MAC1+ %: also measured in Myeloid diff 2; calls as there; GFP+ MAC1+ double positive, %; measured here: differentiation confirmed by MAC1 staining
Starred values were filed as active, the others as inactive; i = inactive; ? = inconclusive; / = no result given.

SMILES	T cell HTS	T cell HTS vesicle-bound %	Myeloid diff 2	Myeloid diff 2 GFP+ MAC1+ %	WT yeast gro inh	WT yeast gro inh mutant strain	Ins promoter up	Ins promoter up cell count	West Nile antiviral	Autophagy HCS	Autophagy HCS cell loss 18 h	bCat nuc transl	bCat nuc transl cell count 5 µM	Lipid droplet	Lipid droplet cells 6.5 µM	MT stabilizer	MT stabilizer Hoechst-high %	MT stabilizer cytotoxicity %
COc1cc(CC(=O)Nc2ncc(C)s2)cc(OC)c1OC	i	2.3	i	0.2	3.0	17.8	0.51	1304	-1.2%	i	2.9	/	/	8.1	731	3.0	0.1	79.4
C=CCn1cc(C(=O)NCCOC)c(=O)c2cc(S(=O)(=O)N3CCCCCC3)ccc21	i	32.8	i	2.0	/	/	/	/	3.3%	/	/	/	/	11.2	699	/	/	/
COCCN1C(=O)CS/C1=C(/C#N)C(=O)NCc1ccco1	i	43.5	i	0.0	-8.7	-2.6	0.41	1622	0.1%	i	-7.8	1.0	1068	16.6	678	3.6	2.6	7.2
O=Nc1c2cc(-c3ccccc3)[nH]nc-2c2ccccc12	/	/	i	0.4	57.7	63.0	1.18	1385	-0.6%	i	11.6	1.7	947	-3.0	694	1.9	3.3	3.8
Cc1ccc(-c2nnc(NCc3nc4ccccc4[nH]3)c3ccccc23)cc1S(=O)(=O)N(C)C	i	5.2	i	0.7	10.6	-10.0	-0.08	1331	0.1%	i	8.7	0.1	1055	-3.2	524	6.8	4.5	2.3
CCOC(=O)c1c(C)[nH]c(C(=O)OCC(=O)Nc2ccc(OCC)cc2)c1C	i	29.1	i	7.3	12.6	-16.9	/	/	0.0%	i	39.8	1.9	960	1.0	739	1.4	0.9	4.1
COc1ccc(N(CC(=O)N2CCN(Cc3ccc4c(c3)OCO4)CC2)S(=O)(=O)c2ccc(F)cc2)cc1	i	20.7	i	0.3	/	/	0.27	1126	-0.6%	/	/	1.5	1252	-9.1	671	/	/	/
CCC(c1nnc(SCC(=O)N(C)c2ccccc2)n1Cc1ccccc1)N(C)C (stereo unspecified)	i	19.2	i	0.3	/	/	/	/	-0.5%	/	/	/	/	20.6	712	/	/	/
CSc1cccc(CN2CCC(CO)(Cc3ccccc3)CC2)c1	i	37.5	i	0.3	1.8	-4.8	0.02	1502	-0.9%	i	2.3	1.6	1101	-7.7	674	1.1	1.1	4.5
COc1ccc(CCN(C(=O)C(F)(F)F)C(C(=O)NC2CCCCC2)c2cccs2)cc1 (stereo unspecified)	i	59.5	i	0.7	43.3	11.9	-0.56	1440	-1.0%	i	6.7	2.4	1074	-16.9	670	3.2	2.0	12.3
COc1ccccc1CNc1ncnc2cc(OC)c(OC)cc12	i	28.9	i	0.3	-2.2	4.0	-0.5	1290	-0.4%	i	13.6	-5.3	1139	10.6	658	3.6	1.3	9.3
CC(C(=O)OCC(=O)Nc1ncc(Cl)cc1Cl)N1C(=O)c2ccccc2C1=O (stereo unspecified)	i	26.2	i	0.7	-12.2	-15.1	/	/	0.1%	i	0.4	-0.1	1147	11.4	785	1.5	1.2	17.6
CCOCCCNC(=O)c1ccc(CS(=O)(=O)c2cccc(C(F)(F)F)c2)o1	i	17.8	i	0.2	/	/	/	/	0.1%	/	/	/	/	-4.0	866	/	/	/
Cc1ccc(C2CC(=O)c3cnc(N4CCN(c5ccccc5)CC4)nc3C2)cc1 (stereo unspecified)	i	45.8	i	1.0	-7.2	1.4	-0.28	1034	0.3%	i	-13.4	-13.6	1015	/	/	5.8	2.1	3.4
CCCc1nc2sc3ccccc3c(=O)c2c(=O)n1CCOC	i	30.8	/	/	6.1	-41.7	/	/	/	i	5.2	/	/	/	/	2.9	2.1	7.9
CCC(C)(C)NC(=O)C(c1cccn1C)N(Cc1ccc(C)cc1)C(=O)Cn1nnc2ccccc21 (stereo unspecified)	i	37.5	i	1.0	2.5	-4.2	0.21	734	-0.3%	i	-5.6	-5.5	1039	-13.6	708	5.7	4.0	3.5
CN1C(=O)C(C)(C)c2cc(S(=O)(=O)NCc3ccc(C(=O)NCc4ccco4)cc3)ccc21	i	45.7	i	1.3	/	/	/	/	-0.6%	/	/	/	/	2.6	775	/	/	/
Cc1nc(N)[nH]c(=O)c1CCC(=O)OCC(C)C	i	15.1	i	2.1	5.1	-5.2	/	/	0.6%	i	-3.0	0.4	1253	13.4	769	3.1	2.8	7.1
O=C(CCCn1c(=O)c2sccc2n(CC(=O)NCC2CCCO2)c1=O)NCc1ccco1 (stereo unspecified)	i	35.5	i	0.7	2.5	3.2	-0.63	1317	-0.1%	i	-20.8	-0.6	1067	6.0	672	2.9	2.4	8.4
O=c1[nH]cnc2c1ncn2[C@@H]1C[C@@H](O)[C@H](CO)O1	i	24.9	i	0.3	/	/	/	/	-0.1%	/	/	/	/	-6.5	813	/	/	/
CCOC(=O)C1CCN(S(=O)(=O)c2ccc3c(c2)N(C(C)=O)CCO3)CC1	i	10.7	i	0.5	/	/	/	/	-0.4%	/	/	/	/	-0.6	750	/	/	/
COc1ccc(CCN2C(=O)NC(NC(C)=O)(C(F)(F)F)C2=O)cc1OC (stereo unspecified)	i	18.4	i	0.7	-10.4	-9.1	-0.85	1450	0.2%	i	2.8	-0.5	1285	10.3	726	8.7	1.3	7.1
COc1ccc(NC(=O)Nc2cccc(OC)c2)cc1	i	62.3	i	7.3	-1.6	2.4	/	/	-0.7%	i	-0.7	/	/	/	/	2.9	3.8	10.5
COc1ccc(CC(=O)NCC2COc3ccccc3O2)cc1 (stereo unspecified)	i	58.7	i	0.2	9.2	6.2	-0.08	1544	0.2%	i	1.0	-0.3	1498	7.7	701	3.4	1.0	0.5
CCC(NC(=O)OC(C)(C)C)C(=O)Oc1ccc2c3c(c(=O)oc2c1)CCC3 (stereo unspecified)	i	25.1	i	3.8	2.3	-2.6	0.01	1273	0.6%	i	-8.8	-3.3	1068	/	/	2.1	2.5	4.6
Cc1ccc(NC(=O)COc2ncnc3sccc23)cc1S(=O)(=O)N(C)C	i	53.2	i	0.3	-0.8	-0.2	/	/	-0.3%	i	6.4	-0.8	1027	-3.9	658	1.5	2.1	7.1
COC(=O)c1ccc(CSc2nc3cc(Cl)ccc3o2)cc1	i	18.3	i	0.9	10.4	-9.2	/	/	0.5%	i	1.8	1.7	1045	13.2	837	1.0	1.8	4.1
CCOC(=O)c1ccc(N2CCN(c3ccccc3F)CC2)c(NC(=O)Nc2ccccc2)c1	i	54.0	i	0.2	-37.6	-1.7	-0.58	1146	-1.0%	i	-7.0	1.6	1106	52.1*	605*	2.5	2.1	12.2
Cc1nnc(N2C(=O)C(O)=C(C(=O)c3ccco3)C2c2ccc(C(C)C)cc2)s1 (stereo unspecified)	i	42.3	i	0.8	11.1	-1.1	0.76	1276	-0.3%	i	15.6	1.7	523	11.3	747	2.9	4.2	5.1
CCN(CC)c1c2c(c(C#N)c3nc4ccccc4n13)CCC2	i	20.9	i	0.7	-7.9	0.0	1.16	1313	-0.5%	i	-5.7	-0.7	1274	-22.5	764	4.5	1.8	5.4

Taken from above.
Entry for `COCCN1C(=O)CS/C1=C(/C#N)C(=O)NCc1ccco1` in Lipid droplet cells 6.5 µM: 678
Entry for `COc1ccc(CCN(C(=O)C(F)(F)F)C(C(=O)NC2CCCCC2)c2cccs2)cc1` (stereo unspecified) in MT stabilizer: 3.2

Next part.
SMILES	T cell HTS	T cell HTS vesicle-bound %	Myeloid diff 2	Myeloid diff 2 GFP+ MAC1+ %	WT yeast gro inh	WT yeast gro inh mutant strain	Ins promoter up	Ins promoter up cell count	West Nile antiviral	Autophagy HCS	Autophagy HCS cell loss 18 h	bCat nuc transl	bCat nuc transl cell count 5 µM	Lipid droplet	Lipid droplet cells 6.5 µM	MT stabilizer	MT stabilizer Hoechst-high %	MT stabilizer cytotoxicity %
CCCOC(=O)CCCC[C@H]1SC[C@@H](NC(=O)OC)[C@H]1NC(=O)OC	i	21.7	i	0.3	-9.0	-3.3	0.11	1273	0.1%	i	-0.8	-1.2	1182	0.4	752	2.5	2.4	6.2
COc1ccc(NC(=O)NC23CC4(C)CC(C)(CC(C)(C4)C2)C3)cc1	i	65.6	i	1.7	26.3	15.0	-0.19	1338	-1.3%	i	10.5	-0.7	1074	-35.8	510	2.6	1.6	7.4
COc1ccc(/C=C2\SC(=S)N(CCCC(=O)N3CCOCC3)C2=O)cc1	i	32.8	?	/	/	/	/	/	2.4%	/	/	/	/	-1.6	658	/	/	/
Cc1ccc(C(=O)NCCCNCCCNC(=O)c2ccc(C)nc2)cn1	i	12.3	i	0.8	2.2	2.8	/	/	-0.5%	i	-4.5	-0.5	980	11.3	705	2.3	1.2	5.8
COCCCNC(=O)Cn1cc(C(=O)c2cccs2)c2ccccc21	i	24.5	i	0.8	3.4	2.8	/	/	0.1%	i	1.3	/	/	18.3	733	3.6	2.1	6.2
CCC(C)(C)N=C(NC#N)Nc1cccnc1	i	18.6	/	/	7.3	16.9	0.48	1387	0.0%	/	/	-1.6	1103	7.7	735	/	/	/
O=C(Nc1cc(Sc2ccccn2)cc([N+](=O)[O-])c1)c1cccc(F)c1	i	30.2	i	0.4	36.2	1.0	-0.17	1068	-1.8%	i	-4.9	1.3	1066	-6.7	664	7.7	6.8	7.9
CCNC(=S)N(Cc1cc2cc(C)ccc2[nH]c1=O)C1CCCC1	i	15.3	i	0.6	-16.1	-0.6	/	/	0.4%	i	-5.1	0.6	871	0.2	432	3.0	4.0	9.6
